# Source: PubChem (several laboratories)
# S1P4 antag – blocks the human S1P4 receptor. S1P4-expressing cells, antagonist mode, reporter read-out. AID 1510. O95977. inhibition, % at 4.98 µM. actives 0.26% (n = 220,000); in the data active = inhibition above about 29%;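 note: 0% = wells stimulated with agonist and 100% = vehicle wells without agonist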
# BaF3 parental – counter-screen for JAK2V617F inhibitors: parental Ba/F3 viability inhibitors; CellTiter-Glo ATP luminescence; inhibition, % at 5.6 µM; actives 1.1% (n = 220,000); AID 1486;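 active = inhibition above a per-campaign cutoff, the mean inhibition of all tested compounds plus 3 SD, cut at about 27% in these data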;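 note: 0% = DMSO wells and 100% = JAK Inhibitor I control wells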
# CHOP inhibitor – blocks CHOP induction under ER stress; CHO-K1 CHOP-promoter luciferase, tunicamycin-induced, 15-18 h; inhibition, % at 10 µM; actives 3.8% (n = 220,000);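 active = compounds that reduced the stress-induced luciferase reporter signal by more than about 70% of percent inhibition, limit read from the data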;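 note: 0% = tunicamycin plus vehicle and 100% = wells without tunicamycin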
# S1P4 agonist – activates the human S1P4 receptor. O95977. S1P4-expressing cell line, agonist reporter assay. activation, % at 4.98 µM. actives 0.35% (n = 220,000). AID 1509; in the data active = activation above about 11%;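 note: 0% = DMSO vehicle and 100% = reference agonist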
# NPY-Y1 antag – NPY-Y1 (human) receptor antagonism. P25929. HEK293-CNG Y1 cells, membrane potential fluorescence; NPY at EC95, then isoproterenol. inhibition, % at 3.6 µM. actives 1% (n = 200,000);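 active = inhibition above the campaign mean inhibition of all tested compounds plus 3 SD, cut at about 20% in these data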;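 note: 0% = DMSO wells given NPY plus isoproterenol and 100% = isoproterenol alone without NPY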
# Target sequence (P25929 whole entry, looked up): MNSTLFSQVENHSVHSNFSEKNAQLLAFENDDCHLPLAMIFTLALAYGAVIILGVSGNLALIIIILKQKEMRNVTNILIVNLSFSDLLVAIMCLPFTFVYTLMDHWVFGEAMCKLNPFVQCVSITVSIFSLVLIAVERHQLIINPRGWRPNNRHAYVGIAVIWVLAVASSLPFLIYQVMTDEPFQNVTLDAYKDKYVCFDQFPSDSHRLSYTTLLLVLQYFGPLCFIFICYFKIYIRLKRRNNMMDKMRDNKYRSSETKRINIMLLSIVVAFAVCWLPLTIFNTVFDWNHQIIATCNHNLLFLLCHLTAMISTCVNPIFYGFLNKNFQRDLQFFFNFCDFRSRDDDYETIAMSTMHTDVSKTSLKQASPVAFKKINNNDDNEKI
#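 Material: HEK293 Y1/CNG channel cell line | Also added: NPY (25 nM), isoproterenol (1 µM), Ro 20-1724 (25 µM) | Compound: One concentration, 3.6 µM, in 0.4% DMSO | Schedule: 3 h dye uptake, 1 h room-temperature compound, 45 min post-isoproterenol | Signal: Membrane-potential fluorescent dye readout | Read-out: % inhibition of NPY effect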
# Ba/F3 V617F tox – reduce viability of Ba/F3 cells dependent on JAK2V617F; Ba/F3 EpoR-JAK2V617F viability, ATP luminescence; actives 1.1% (n = 220,000); inhibition, % at 5.6 µM; AID 1446;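 active = inhibition above the campaign mean plus 3 SD over all tested compounds, cut at about 24% in these data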;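 note: cytokine-independent growth of Ba/F3 cells driven by EpoR plus mutant JAK2; 0% = DMSO-treated cells and 100% = JAK inhibitor I control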
# NPY2 pot ag – potentiates or activates human NPY-Y2 receptor. P49146. cells expressing NPY-Y2, potentiator/agonist read-out. activation, % at 3.6 µM. actives 0.45% (n = 220,000); in the data active = activation above about 27%;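 note: cells stimulated with NPY near EC25 plus isoproterenol at EC100; 0% = vehicle plus submaximal agonist and 100% = vehicle plus saturating agonist; some results beyond the cut were filed as inactive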
# Target sequence (P49146 whole entry, looked up): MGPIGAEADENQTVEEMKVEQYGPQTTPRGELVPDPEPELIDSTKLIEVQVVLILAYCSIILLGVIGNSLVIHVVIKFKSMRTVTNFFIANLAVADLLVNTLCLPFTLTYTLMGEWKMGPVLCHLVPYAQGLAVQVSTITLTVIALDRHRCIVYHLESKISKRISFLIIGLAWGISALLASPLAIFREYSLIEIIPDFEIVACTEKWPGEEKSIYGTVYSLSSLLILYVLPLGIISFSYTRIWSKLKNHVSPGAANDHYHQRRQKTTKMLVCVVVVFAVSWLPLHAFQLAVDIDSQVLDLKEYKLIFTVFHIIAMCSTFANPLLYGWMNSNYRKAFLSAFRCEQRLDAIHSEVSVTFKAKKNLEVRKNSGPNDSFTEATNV
# p47phox inh – p47phox (human) inhibition | AID 1274 | P14598 | inhibition, % at 24.7 µM | p47phox/p22phox peptide binding, fluorescence polarization, 2 h | actives 0.53% (n = 220,000);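 active = inhibition above about 30%, limit read from the data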;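 note: 0% = p47phox with labelled peptide and 100% = labelled peptide alone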
# NPY1 pot ag – human NPY-Y1 potentiation or agonism, primary screen. P25929. NPY-Y1 expressing cells, potentiator/agonist activation. activation, % at 3.6 µM. actives 0.37% (n = 220,000). AID 1304; in the data active = activation above about 33%, passing the limit was not always enough;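 note: cells stimulated with NPY at EC10 then isoproterenol at EC100; 0% = low agonist plus stimulus and 100% = saturating agonist plus stimulus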
# * marks the source's active call; other numbers are inactive results; x = no result given.
SMILES,S1P4 antag,BaF3 parental,CHOP inhibitor,S1P4 agonist,NPY-Y1 antag,Ba/F3 V617F tox,NPY2 pot ag,p47phox inh,NPY1 pot ag
Cc1ccc(-n2c(SCC(=O)Nc3cc(C)on3)nc3c(c2=O)SC(C)C3)cc1 (stereo not given),-2,5,24,0.3,4,2,-8,6,-28
CCN(CC)S(=O)(=O)c1ccc(Cl)c(C(=O)Nc2ccc(Cl)cc2[N+](=O)[O-])c1,-9,6,79*,-0.9,2,-4,0,-5,-29
CC[C@H](C)[C@H](NC(N)=O)C(=O)NCCc1ccc(Cl)cc1,-25,1,-23,-1.8,4,-3,4,7,3
Cc1[nH][nH]c(=O)c1N=Nc1ccccc1,9,7,15,-0.3,1,2,-14,-14,-1
Cc1ccc(Nc2nc(-c3cccs3)cs2)nc1,9,3,25,-0.8,-7,0,10,-9,4
O=C(Cn1cnc2c(nnn2-c2ccc(F)cc2)c1=O)NCC1CCCO1 (stereo not given),-11,1,19,-2.3,0,-3,-2,7,-24
CCOc1ccc(/C=C2/SC(=S)N(n3c(C)ccc3C)C2=O)cc1,-10,2,21,1.3,2,-2,-8,-11,7
Cc1ccc(NC(=O)OCCNC(=O)c2ccncc2)cc1,8,5,8,0.2,2,3,-5,-3,-8
CC(C)NC(=S)N/N=C/c1cccnc1,-2,-1,-14,3.2,x,2,-9,2,-17
COCC(=O)Nc1sc2c(c1C(=O)OC)C(C(=O)OC)CC2 (stereo not given),-10,4,-7,1.5,-2,2,-10,2,-21
CC(=O)Nc1cc(NC(=O)CCCC(=O)O)ccc1Cl,2,2,30,-0.4,4,-1,-3,-3,0
Cc1cc(NC(=O)c2cc3n(n2)C(C(F)(F)F)CC(c2ccc(Cl)c(Cl)c2)N3)no1 (stereo not given),15,5,18,-0.9,21*,-1,11,5,20
O=C1/C(=C/c2cccnc2)SC(=S)N1c1ccc(F)cc1,-11,9,30,0.1,3,2,-2,-20,-8
COC(=O)C1CCN(C(=O)Nc2ccc(OC)cc2)CC1,-2,-1,7,-0.9,4,-2,-7,-14,-4
O=C(CCCOc1ccc(Cl)cc1Cl)Nc1ccc(O)cc1C(=O)O,4,-2,-2,0.8,x,-2,-11,-10,-25
COc1ccccc1CN1C[C@@H]2C[C@@H](C3=Cc4cc(Cl)ccc4OC3)N3CCC[C@@]23C1=O,-17,3,37,-0.2,24*,3,-19,-9,-18
O=S(=O)(NCc1ccccc1)c1cccc2nonc12,-11,-1,23,2.5,-2,-4,6,-14,0
CCc1nnc(NS(=O)(=O)c2ccc(N/C=C\C(=O)c3ccc(C)cc3)cc2)s1,-11,0,-9,-1.0,-2,-1,5,-17,-1
O=C(CO/N=C/c1ccccc1OC(F)F)NC1CCCCC1,-26,-2,-18,0.2,2,-3,-7,-8,-25
Cc1c(NC(=O)c2cc(-n3cnnc3)ccc2Cl)cccc1-c1nc2ccccc2o1,-5,12,22,-2.9,4,6,-1,-18,-22
COc1ccccc1CCN1C(=S)NC(C)(C)CC1(C)O (stereo not given),-13,0,12,-0.4,-2,-3,5,-4,8
COc1ccc(S(=O)(=O)N(C)C)cc1NCC(=O)Nc1ccc(Br)cc1F,-17,4,30,0.2,-1,-3,11,-11,5
COc1ccc(C(=O)/C=C/Nc2ccc(S(=O)(=O)Nc3ncccn3)cc2)cc1,-4,4,-4,-0.6,1,1,-3,-42,-6
CCOC(=O)c1cnn(CCOC(=O)c2ccc(F)cc2)c1NC(=O)c1ccc(F)cc1,-28,4,-17,1.5,-3,-3,18,-12,8
COc1ccc(/C=N/c2sc3c(c2C#N)CCN(Cc2ccccc2)C3)c(O)c1,-11,-1,43,-1.4,2,-3,15,-83,14
SMILES,S1P4 antag,BaF3 parental,CHOP inhibitor,S1P4 agonist,NPY-Y1 antag,Ba/F3 V617F tox,NPY2 pot ag,p47phox inh,NPY1 pot ag
CCOC(=O)c1nc2sc3c(c2c(=O)[nH]1)CCC(C)C3 (stereo not given),-17,-12,54,1.1,x,-1,-10,-9,3
COC(=O)c1nc(-c2ccc(C)cc2)oc1N(C)C,3,-1,42,-0.4,0,-2,5,-8,-2
O=C(Nc1ccccc1C(F)(F)F)N1CCN(c2ccc3nncn3n2)CC1,-20,6,17,1.4,7,1,8,-2,14
CCC(C)(C(=O)NC1CCCC1)N(C(=O)c1ccccn1)c1ccc(C)cc1 (stereo not given),12,1,24,-4.6,8,-5,4,-3,27
Oc1cccc(NC(=S)N=Nc2c(O)[nH]c3ccccc23)c1,-5,1,-41,-1.1,x,6,-11,-27,8
CCN(CC(=O)Nc1ccc2c(c1)OCO2)Cc1nc2ccccc2c(=O)[nH]1,-24,4,7,0.7,6,1,-7,-9,-8
COC(=O)c1cc(Br)c(=O)n(CC(C)C)c1,-13,2,4,0.2,2,2,6,5,1
CCC(OC(=O)c1ccco1)C(=O)NCc1ccco1 (stereo not given),12,8,2,-0.1,8,5,-6,-2,-9
CC(C)(C)OC(=O)NNC(=O)NC12CC3CC(CC(C3)C1)C2,-1,7,9,-1.0,-4,1,8,-5,-4
O=C(O)c1cccc(NC(=O)c2ccc(Cl)c(S(=O)(=O)N3CCCCCC3)c2)c1,5,-2,17,-1.1,-7,-2,10,3,14
C/C(=N/OC(=O)c1ccc(Cl)cc1Cl)c1oc(C)nc1C,2,2,-5,-0.2,x,-2,8,-9,15
CS(=O)(=O)NCC(c1cccnc1)N1CCN(c2ccccc2F)CC1 (stereo not given),2,1,2,2.5,x,-2,-16,-4,5
Cc1cccc(Nc2nn3c(=O)c4ccccc4nc3s2)c1,2,7,-23,0.6,12,1,-15,-11,20
CCC(=O)N1CCN(c2ccc(NC(=O)c3cc4ccccc4o3)cc2)CC1,-14,8,-12,-1.6,4,2,1,-14,8
Cc1cc(O)c(C(C)C)cc1NC(=O)c1cccc(Cl)c1,3,3,33,0.0,-5,-2,7,1,6
COc1cccc(-c2nc3ccccc3s2)c1O,-15,0,11,1.1,-2,1,-8,0,-25
CC(Cn1nnc2ccccc21)C(=O)O (stereo not given),4,0,-18,0.8,2,-4,7,0,19
Cc1ncc([N+](=O)[O-])n1CC(=O)Nc1ccccc1,3,5,-11,0.3,-4,-5,-4,0,2
O=c1c2cc(NC(=S)N3CCCC3)ccc2nc2n1CCCCC2,-16,1,31,0.0,4,-3,-7,-2,-8
CCOC(=O)c1cc(C)n(S(=O)(=O)c2ccc(C)cc2)c1C,-10,0,66,0.7,4,0,11,-9,-1
CCOC(=O)Cc1csc(NS(=O)(=O)c2ccc3ccccc3c2)n1,10,8,-9,1.0,19,-1,-11,-13,-23
CCOC(=O)c1c(-c2ccco2)csc1NC(=O)CSc1nnc(N)s1,10,7,22,0.7,6,3,-19,-27,-14
COc1ccc(CNC(=O)COC(=O)c2n[nH]c3ccccc23)cc1OC,-13,1,-1,-0.7,-4,-2,4,-14,-4
COc1ccccc1CNC(=O)C1CCN(S(=O)(=O)c2c(C)noc2C)CC1,-3,7,12,0.7,0,-1,10,-18,18
COC(=O)C(NC(=O)C(CC(C)C)NC(=O)C1CCC(C)CC1)C(C)C (stereo not given),-3,4,-1,0.1,1,-1,8,-11,-3

# Random excerpt: 4 compounds from above
SMILES,S1P4 antag,BaF3 parental,CHOP inhibitor,S1P4 agonist,NPY-Y1 antag,Ba/F3 V617F tox,NPY2 pot ag,p47phox inh,NPY1 pot ag
CC(Cn1nnc2ccccc21)C(=O)O (stereo not given),4,0,-18,0.8,2,-4,7,0,19
CS(=O)(=O)NCC(c1cccnc1)N1CCN(c2ccccc2F)CC1 (stereo not given),2,1,2,2.5,x,-2,-16,-4,5
Cc1cccc(Nc2nn3c(=O)c4ccccc4nc3s2)c1,2,7,-23,0.6,12,1,-15,-11,20
O=C1/C(=C/c2cccnc2)SC(=S)N1c1ccc(F)cc1,-11,9,30,0.1,3,2,-2,-20,-8

# (list continues)
SMILES,S1P4 antag,BaF3 parental,CHOP inhibitor,S1P4 agonist,NPY-Y1 antag,Ba/F3 V617F tox,NPY2 pot ag,p47phox inh,NPY1 pot ag
COc1ccc2nc(/C(C#N)=C\c3ccc(C(=O)O)cc3)[nH]c2c1,17,2,7,0.2,1,-3,-10,-41,10
CCC(=O)Nc1ccc(C(=O)Nc2ccc(Br)cc2F)cc1,4,5,13,0.2,-5,-1,0,2,-13
Cc1onc(-c2ccccc2)c1C(=O)Nc1sc2c(c1C#N)CCC2,-29,5,x,0.7,4,-1,-10,-46,-2
Clc1ccc(-c2nc(Cc3ccccc3)no2)cc1,-12,4,11,3.2,15,1,7,-12,-12
CNC(=O)Nc1cccc(C(F)(F)F)c1,-10,3,-14,-1.5,-3,0,6,-5,4
Cc1ccc(S(N)(=O)=O)c(C)c1-n1cnnn1,7,4,18,-0.3,3,-1,-5,x,-10
O=C(CCCc1ccccc1)Nc1nnc(C(F)(F)F)s1,8,4,9,-0.1,8,-3,-1,-4,-6
O=S(=O)(c1ccc(F)cc1)N1CCN(C(=S)NC2CCCC2)CC1,-1,5,23,-2.1,5,-1,6,-1,-4
CC(c1ccco1)N(C(=O)COc1ccccc1[N+](=O)[O-])c1ccccn1 (stereo not given),-5,2,8,0.8,4,-1,3,-9,-12
CCN(CC)CCn1c(NCc2cccc(OC)c2OC)nc2ccccc21,-3,0,15,-0.9,11,-1,-11,-11,-18
CCOC(=O)C1(Cc2ccccc2)CCCN(Cc2ccc(OCCO)cc2)C1 (stereo not given),-11,11,-8,-1.6,0,5,-8,-5,-5
Cc1ccc(NC(=O)N2CCC(C(=O)NCc3ccc(F)cc3)CC2)cc1,-5,3,12,1.2,-3,-2,-1,-20,11
O=C(Cc1ncc(C(F)(F)F)cc1Cl)N1CCN(c2cccc(Cl)c2)CC1,-19,-1,44,-3.4,6,0,-4,-2,-12
CCOC(=O)CCCNC(=O)COc1ccccc1C#N,-26,4,18,2.1,-1,-5,7,-6,7
O=C(CN(Cc1ccccc1)C(=O)c1csnn1)NCc1ccccc1,1,4,2,1.9,-1,0,-1,-2,-3
Cc1cc(F)ccc1S(=O)(=O)N1CCCOC1CNC(=O)C(=O)NCCc1c[nH]c2ccccc12 (stereo not given),-22,4,22,0.5,-3,-2,16,-16,4
CCOC(=O)NCc1ccc(S(=O)(=O)Nc2ccc(C)cc2)cc1,-10,1,7,1.0,-3,0,-7,8,-18
Cc1oc(-c2cccc(F)c2)nc1CN(Cc1ccccc1)C[C@@H]1CCC(=O)N1,-31,2,2,-1.6,14,3,-30,x,6
OCCC1CN(Cc2cccc3c2OCO3)CCN1Cc1ccccc1 (stereo not given),-15,4,11,0.4,2,1,21,-5,6
Cc1ccc(-c2nnc(SCC(=O)OC(C)C)n2N)cc1,-4,-2,-7,-0.3,-1,-1,-1,-6,-24
O=C(/C=C/C=C/c1ccccc1)CC1(O)C(=O)N(CCc2ccccc2)c2ccccc21 (stereo not given),-5,10,78*,-1.1,0,-2,13,-5,11
O=S(=O)(/C=C/c1ccccc1)N1CCN(Cc2ccccc2)CC1,6,10,-5,-0.7,6,0,1,-2,-8
COc1ccc(Cn2ccnc2)cc1Br,9,8,5,1.7,9,3,-19,-11,-10
CC(=O)c1cn(CCCCCCCCCCn2cc(C(C)=O)c(=O)[nH]c2=O)c(=O)[nH]c1=O,1,-1,23,-1.0,4,-1,0,-39,-8
Cn1cc(CNCc2cnc3ccccn23)c(-c2ccc(Oc3ccccc3)cc2)n1,-24,6,11,1.5,4,-2,4,-8,-3
O=C(O)CCC(=O)N1CCc2cc(S(=O)(=O)NCc3cccs3)ccc21,-4,2,3,1.2,2,-1,-7,-2,17
CCn1c(SCC(=O)N(C)C2CCS(=O)(=O)C2)nnc1-c1ccccc1 (stereo not given),0,-1,31,-0.1,6,0,8,-11,4
